LYP inhibition: inhibitors of LYP phosphatase, biochemical, fluorescence intensity, uHTS (AID 1779); recombinant LYP phosphatase, fluorescence intensity; higher % means a stronger effect; inhibition, % at 11.5 µM, or IC50 in µM where a hit was titrated; 0.054% of 290,000 active;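 further: plate controls were vehicle with enzyme for no effect and no enzyme for full effect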
XIAP antagonists: small molecules displacing peptide from XIAP – biochemical, IAP family, fluorescence polarization (AID 1018) | XIAP BIR domain, fluorescence polarization peptide displacement; higher % means a stronger effect | displacement, % at 20 µM; hits with a dose series show IC50 in µM | 0.007% of 200,000 active; in the data active means displacement above about 50%; further: a part of the inactive calls stands beside numbers as strong as those of hits
PMI inhibition: human PMI inhibitors, high substrate, primary screen, biochemical, fluorescence intensity, high mannose 6-phosphate (AID 1220). recombinant PMI enzyme, coupled fluorescence intensity; higher % means a stronger effect. inhibition, % at 20 µM; hits with a dose series show IC50 in µM. 0.66% of 190,000 active
TNAP activation fold: stimulation of alkaline phosphatase TNAP activity – biochemical, luminescent, no phosphate acceptor, uHTS, primary screen (AID 1001) | 0.03% of 200,000 active | purified TNAP, luminescent activation assay, no phosphate acceptor; higher activation fold means a stronger effect | one-dose activation fold at 20 µM; EC50 in µM for titrated hits; in the data active means activation fold from about 3, or a potency from the dose series; inactive means the rest, 99 in 100 with activation fold below about 1.6; further: many of its hits are not listed in these tables
KOR beta-arrestin-1: kappa opioid receptor activators – cell-based, luminescence, uHTS, primary screen (AID 1777) | KOR beta-arrestin recruitment, luminescence; higher % means a stronger effect | one-dose activation, % at 10 µM; EC50 in µM for titrated hits | 0.02% of 280,000 active; in the data active means activation above about 50%, passing the limit was not always enough; further: a part of the inactive calls stands beside numbers as strong as those of hits
NOD1 inhibition: inhibition of NOD1-driven NF-kB reporter – cell-based, luminescence, uHTS, primary screen (AID 1578); NOD1-driven NF-kB luciferase reporter cells, luminescence; higher % means a stronger effect; one-dose inhibition, % at 4 µM; EC50 in µM for titrated hits; 1% of 290,000 active; in the data active means inhibition mostly above about 36%, no sharp cut-off; inactive means mostly below about 34%;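 further: HEK-293T reporter cells stimulated with the NOD1 agonist gamma-tri-DAP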
human PMI inhibition: MPI enzyme activity inhibition – biochemical, fluorescence intensity, coupled assay, primary screen (AID 1209) | purified PMI enzyme, coupled fluorescence intensity; higher % means a stronger effect | inhibition, % at 20 µM; hits with a dose series show IC50 in µM | 0.42% of 190,000 active;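 further: plate controls were DMSO vehicle for no effect and wells lacking substrate for full effect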
HEK293 NOD2/NF-kB: NOD2 signaling inhibitors, cell-based, luminescence, uHTS, HEK293 (AID 1566); 0.63% of 290,000 active; one-dose inhibition, % at 4 µM; EC50 in µM for titrated hits; HEK293 NOD2/NF-kB luciferase reporter, luminescence; higher % means a stronger effect; further: many of its hits are not listed in these tables
KOR beta-arrestin-2: kappa opioid receptor blockers – cell-based, luminescence, uHTS (AID 1778). KOR beta-arrestin recruitment, luminescence, antagonist mode; higher % means a stronger effect. 0.091% of 290,000 active. inhibition, % at 10 µM; hits with a dose series show IC50 in µM; further: strong numbers were not always called active
The depositor's hits bear a star; / = not tested or not shown; [ ] = another dose, or the depositor's remark. Unless noted, no stated cut-off is given here; in the data, active means inhibition above about 50%; inactive means the rest. These rows are one share of the data (hit frequency here may not be typical).

Under each structure – LYP inhibition	XIAP antagonists	PMI inhibition	TNAP activation fold	KOR beta-arrestin-1	NOD1 inhibition	human PMI inhibition	HEK293 NOD2/NF-kB	KOR beta-arrestin-2
COc1ccc(C(=O)Nc2ccc(-c3nnn(CC(=O)NCc4ccco4)n3)cc2)cc1
  -12.9%	/	/	/	0.3%	-1.3%	/	-3.6%	22.1%
Cc1nn(Cc2ccccc2Cl)c(C)c1NC(=O)NC12CC3CC(CC(C3)C1)C2
  0.7%	-7.2%	-5.3%	1.2	-1.3%	30.5%	0.9%	0.3%	12.1%
COc1ccc(NC(=O)CN(C)C(=O)CCC2CCCC2)cc1
  -5.8%	/	/	/	2.6%	-22.1%	/	-7.9%	-31.2%
COc1ccc2c(c1)c1nc3ccccc3nc1n2Cc1ccc(OC(C)C)c(OC)c1
  3.4%	-4.1%	18.6%	1	-2.5%	1.8%	23.1%	3.8%	25.7%
CCOC(=O)c1sc2ncnc(N3CCN(C(=O)OCC)CC3)c2c1C
  5.3%	-0.9%	7.3%	1	-1.9%	-23.6%	5.4%	10.0%	16.2%
COc1cc(/C=C2\SC(=O)N(CCNC(=O)c3sc4cc(F)ccc4c3Cl)C2=O)cc(OC)c1OC
  0.0%	0.4%	-2.7%	1.1	10.7%	-37.9%	10.3%	-3.3%	-234.7%
CCn1c(P(C)(=O)O)nc2cc(NC(=O)c3ccccc3Cl)ccc21
  -3.0%	-8.4%	4.0%	0.9	-3.7%	11.7%	-3.3%	19.7%	24.4%
COc1cc2c(C#N)c(N3CCN(c4ccccc4OC)CC3)nc(N)c2c(N)n1
  -0.6%	-12.8%	54.0%*	1	-0.5%	-16.7%	47.2%	15.2%	-8.5%
COC(CN1CCc2c(C)nc3c(C#N)cnn3c21)OC
  0.5%	-2.4%	-3.5%	1.1	-6.6%	-13.3%	-7.3%	18.5%	-5.7%
Oc1ccc(NCc2ccc(OCc3ccccc3)cc2)cc1
  -4.3%	/	/	/	1.4%	3.2%	/	1.2%	-29.6%
CCCCOc1ccc(NC(=O)CSc2cccc3cccnc23)cc1
  -1.6%	-7.6%	-1.4%	1	9.4%	8.6%	7.3%	22.6%	-13.5%
COc1ccc2c(c1)-c1c(ssc1=S)C(C)(C)N2S(=O)(=O)c1ccc(C)cc1
  3.2%	-4.3%	13.9%	0.9	-2.9%	10.0%	9.2%	-8.7%	-2.0%
O=C(COC(=O)C1=COCCO1)NCc1ccc(F)cc1
  -6.1%	/	/	/	-0.3%	-16.2%	/	18.2%	34.1%
Cc1ccc(NC(=O)C(C)Sc2nnc(-c3cccnc3)o2)cc1 (stereo not given)
  2.0%	-5.0%	-6.2%	1.1	-5.8%	-4.3%	-7.9%	-0.1%	2.6%
COc1ccc(CNC(=O)CCCn2nc(C)c3c(C)n(-c4ccc(C)cc4)nc3c2=O)cc1OC
  -11.7%	/	/	/	-7.1%	-18.8%	/	22.9%	-6.1%
O=c1[nH]c(CSc2ccccn2)nc2c1oc1ccccc12
  -9.2%	-1.1%	2.8%	1.2	-3.6%	-22.3%	-0.9%	-6.8%	-25.1%
O=C(Cc1ccc(Br)cc1)NCCc1ccc(Cl)cc1Cl
  -3.3%	0.7%	13.0%	1.1	2.0%	-22.4%	7.9%	-5.1%	17.9%
O=C1CN(C(=O)COc2ccc(Br)cc2)c2ccccc2N1
  -6.6%	-4.9%	11.7%	1	2.0%	-38.5%	12.1%	6.4%	6.8%
CCCCNC(=O)C1CCN(S(=O)(=O)N2CCCCCC2)CC1
  -4.4%	-4.8%	-1.2%	1.1	2.4%	-30.2%	-6.0%	3.8%	35.5%
CCC(C)NC(=O)C1c2cc(OC)c(OC)cc2C(=O)N(C)C1c1ccc(OC)cc1 (stereo not given)
  -3.2%	-2.1%	-14.8%	1	-3.2%	-5.0%	-19.8%	-0.9%	6.2%
CCc1cccc(NC(=O)c2cccc3c2C(=O)N(C2CCCCC2)C3)c1
  3.3%	/	/	/	-2.9%	-4.2%	/	0.9%	-30.0%
COc1ccccc1/C=C(/NC(=O)c1ccc(Cl)cc1Cl)C(=O)O
  3.0%	-11.7%	-6.5%	1	8.6%	-25.0%	-23.4%	3.5%	-14.0%[20 µM]
O=C1C2C3C=CC(C3)C2C(=O)N1c1ccc(N2CCN(c3ccccn3)CC2)c([N+](=O)[O-])c1 (stereo not given)
  -4.0%	-4.0%	0.3%	1.1	-5.0%	-15.1%	1.5%	18.7%	31.1%
CC1(C)Oc2ccc(C(=O)N3CCCC3)cc2N(CC(=O)NCc2ccccc2)C1=O
  -7.4%	-0.8%	-8.2%	1.1	-4.2%	-17.3%	-8.6%	-3.9%	-2.8%
COc1ccc(-n2c(=O)c3c4c(sc3n(CC(=O)Nc3cc(C)[nH]n3)c2=O)CCC4)c(OC)c1
  -4.6%	0.4%	14.2%	1.1	-2.0%	-16.8%	14.9%	9.4%	-2.1%
Cc1ccc(CS(=O)(=O)Cc2ccc(C(=O)NCC3CCCO3)o2)cc1 (stereo not given)
  -3.0%	-3.5%	8.0%	1	4.4%	7.2%	7.1%	-14.0%	5.4%
O=C(NCc1ccc(F)cc1)c1ccccc1OCc1ccccc1
  -4.9%	-5.2%	3.2%	1.1	-1.2%	2.8%	2.8%	4.2%	-16.8%
N=c1c2c3c(sc2ncn1CCCO)CCCC3
  -1.5%	-6.4%	1.2%	1.1	5.9%	-15.1%	-2.8%	-4.1%	-11.2%
COc1ccc(Nc2nc(N/N=C/c3ccc(N(C)C)cc3)nc(C)c2[N+](=O)[O-])cc1
  -6.2%	-6.7%	-14.4%	0.8	5.9%	-22.1%	-9.1%	9.4%	-15.6%
CCN(CC)S(=O)(=O)c1cccc(NC(=O)c2ccc(Sc3nncn3C)c([N+](=O)[O-])c2)c1
  -0.1%	-6.3%	-9.5%	1	3.3%	16.3%	-1.5%	3.9%	37.1%
CNc1ccccc1C(C)(C)c1cc(-c2ccc(F)cc2)no1
  3.1%	-11.1%	9.4%	1.1	6.2%	37.3%	19.7%	20.2%	10.4%
O=C(COc1ccccc1)N1CCN(c2ncccn2)CC1
  -10.6%	-11.6%	-13.3%	1.1	3.2%	29.2%	-13.2%	14.3%	-29.2%
O=C(N/N=C/C=N/NC(=O)c1ccco1)c1ccco1
  6.8%	/	/	/	-0.4%	-27.9%	/	14.8%	18.7%
Cc1ccc(C)c(CN2CCC(n3nccc3NC(=O)CCCc3ccccc3)CC2)c1
  -7.9%	/	/	/	-0.6%	-11.9%	/	0.7%	12.2%
CCN=C1SC(C(=O)Nc2ccccc2)CC(=O)N1CC (stereo not given)
  -11.9%	-5.0%	-8.2%	1.1	-0.4%	6.2%	0.1%	17.6%	-26.2%
CN(CC(=O)Nc1ccc(SC(F)F)cc1)C1CCCCC1
  5.1%	-4.6%	-10.0%	1	2.1%	-21.2%	-8.3%	1.4%	-2.9%
COc1ccc(CC(=O)NNC(=S)NCC2CC2)cc1OC
  -4.0%	/	/	/	1.3%	1.4%	/	20.0%	19.8%
CCOC(=O)N1CCN(c2ccc(C(F)(F)F)cn2)CC1
  2.0%	-2.9%	1.9%	1.1	-1.8%	11.4%	-0.1%	-2.7%	/
CC(C)CCNC(=O)NC(=O)COC(=O)c1cc(S(=O)(=O)N2CCOCC2)ccc1N1CCCCC1
  6.1%	-10.5%	3.6%	1.1	3.8%	-7.7%	15.2%	8.1%	-14.6%
COC(=O)c1cc(NC(=O)CC2CCCC2)cc(C(=O)OC)c1
  -8.5%	/	/	/	-1.8%	-18.7%	/	-6.9%	-0.4%
O=C(O)CCC(=O)N1CCc2cc(S(=O)(=O)N3CC=C(c4ccccc4)CC3)ccc21
  -4.6%	-6.3%	14.4%	1.2	-1.6%	14.3%	11.3%	6.2%	-24.3%
COc1ccc(Cc2c(O)nc(SCC(=O)N3CCCCCC3)[nH]c2=O)cc1
  -3.2%	-3.1%	-1.8%	1.1	-0.9%	-35.6%	-1.8%	-7.4%	-37.5%
COc1ccc(C(=O)CSc2nnc(CNc3ccc(C)cc3C)n2Cc2ccco2)cc1
  6.3%	-5.0%	11.4%	1.1	4.1%	-9.2%	6.2%	-9.3%	-16.9%
O=C(CN1CCC(n2nnc3cc(F)ccc32)CC1)N1CCCc2ccccc21
  3.3%	-2.1%	4.2%	1.2	-0.5%	-9.0%	1.3%	1.6%	-1.1%
CC1(c2ccc3ccccc3c2)NC(=O)N(CC(=O)O)C1=O (stereo not given)
  -10.2%	/	/	/	-0.6%	-11.2%	/	-11.8%	-14.7%

Reprinted from the part before: 3 compounds, followed by the next part.
Under each structure – LYP inhibition	XIAP antagonists	PMI inhibition	TNAP activation fold	KOR beta-arrestin-1	NOD1 inhibition	human PMI inhibition	HEK293 NOD2/NF-kB	KOR beta-arrestin-2
COc1ccc(C(=O)CSc2nnc(CNc3ccc(C)cc3C)n2Cc2ccco2)cc1
  6.3%	-5.0%	11.4%	1.1	4.1%	-9.2%	6.2%	-9.3%	-16.9%
O=C(CN1CCC(n2nnc3cc(F)ccc32)CC1)N1CCCc2ccccc21
  3.3%	-2.1%	4.2%	1.2	-0.5%	-9.0%	1.3%	1.6%	-1.1%
CC1(c2ccc3ccccc3c2)NC(=O)N(CC(=O)O)C1=O (stereo not given)
  -10.2%	/	/	/	-0.6%	-11.2%	/	-11.8%	-14.7%
CC12CC(O)C3c4ccc(O)cc4CCC3C1CCC2=O (stereo not given)
  -7.1%	-3.0%	0.2%	1	/	-39.1%	4.1%	-23.7%	6.6%[20 µM]
O=C1c2ccccc2NC(c2ccc([N+](=O)[O-])cc2)N1O (stereo not given)
  -1.6%	-2.3%	-16.6%	1.1	-1.3%	-26.6%	-4.1%	-7.3%	6.7%
CCNC(=S)NNC(=O)c1csc2c1CCC(C)C2 (stereo not given)
  -7.9%	-1.0%	-7.2%	2.6	3.9%	5.5%	-5.9%	-1.0%	-23.2%
COC(=O)CN1C(c2ccccc2O)Nc2ccc(Br)cc2C1c1ccccc1 (stereo not given)
  -2.9%	-9.2%	-0.9%	2	7.3%	23.5%	12.0%	-5.8%	-43.2%
CCOC(=O)C1CCN(C(=O)CNS(=O)(=O)c2ccc(Br)s2)CC1
  -5.8%	-0.9%	-5.1%	1.2	0.2%	-8.2%	2.2%	2.5%	5.6%
CCCCN(CC)S(=O)(=O)c1ccc(C(=O)N(CCCN(C)C)c2nc3cc(C)cc(C)c3s2)cc1
  -5.7%	-2.6%	3.0%	1.1	0.0%	-61.3%	7.2%	-4.7%	-58.4%
CCN(C(=O)COC(=O)CNC(=O)c1ccc2ccccc2c1)C1CCS(=O)(=O)C1 (stereo not given)
  -6.1%	-1.5%	1.1%	1.2	-2.8%	-6.7%	-2.1%	4.2%	9.3%
C=CCn1c(N)c(C(=O)Nc2ccc(C)c(C)c2)c2nc3ccccc3nc21
  -3.7%	0.1%	41.2%	1	2.4%	3.9%	19.4%	-2.2%	-17.1%
CC1CCc2c(C(=O)Oc3cccc(-n4cnnn4)c3)csc2C1 (stereo not given)
  1.6%	0.7%	15.6%	1.1	14.1%	-16.7%	17.6%	8.2%	-2.3%
O=C(NC(Cc1c[nH]c2ccccc12)C(=O)OCC(=O)c1cccc2ccccc12)c1cccs1 (stereo not given)
  0.5%	-4.3%	11.4%	1.1	-3.0%	-10.2%	15.9%	1.0%	40.8%

From PubChem BioAssay
